TbREL1 inh: TbREL1 RNA ligase inhibitors, primary screen, biochemical, FRET fluorescence; TbREL1 RNA ligation; 89,000 tested, 0.49% active; AID 1117264, 2014; RNA-editing ligase 1, mitochondrial (Trypanosoma brucei brucei), P86926; inhibition, % at 9.66 µM;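 active = inhibition above the mean inhibition across all screened compounds plus 3 SD, cut at about 11% in these data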;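 note: 0% = plate median of test wells and 100% = NSC42067 control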
Target sequence (P86926 whole entry, looked up): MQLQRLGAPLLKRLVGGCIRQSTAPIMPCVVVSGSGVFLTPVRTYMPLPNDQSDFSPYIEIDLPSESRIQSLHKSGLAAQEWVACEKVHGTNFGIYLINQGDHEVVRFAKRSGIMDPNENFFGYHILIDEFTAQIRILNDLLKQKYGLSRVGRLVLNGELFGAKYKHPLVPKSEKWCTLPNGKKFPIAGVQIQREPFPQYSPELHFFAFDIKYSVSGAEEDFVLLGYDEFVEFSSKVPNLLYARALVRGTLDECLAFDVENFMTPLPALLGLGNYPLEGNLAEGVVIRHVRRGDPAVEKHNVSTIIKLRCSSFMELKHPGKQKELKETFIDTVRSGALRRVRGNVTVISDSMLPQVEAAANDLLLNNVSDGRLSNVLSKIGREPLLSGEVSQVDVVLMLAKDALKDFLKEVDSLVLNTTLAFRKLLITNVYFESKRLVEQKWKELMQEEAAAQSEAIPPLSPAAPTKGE
An asterisk follows results filed as active. Only part of the results is shown. The share of hits here may be higher or lower than overall.

mol	TbREL1 inh
O=C(COC(=O)/C=C/c1cccc(F)c1)Nc1ccc2[nH]c(=O)[nH]c2c1	0
Cc1cc(Oc2ccc(Br)cc2)nc(SCC(=O)c2ccccc2)n1	-3
Cc1nc2c(C(=O)NCCC3=CCCCC3)c[nH]n2c(=O)c1Cl	-1
Cc1ccc(C(c2nnnn2CCC(C)C)N2CCN(C)CC2)cc1 (stereo not drawn)	2
C=CCNc1nc(NC(C)(C)CO)nc(OCC)n1	0
O=Nc1ccc(O)c2ncccc12	10
COC(=O)C1=C(CCc2ccccc2)NC(=O)NC1c1ccc(Cl)cc1 (stereo not drawn)	3
CC(C)(C)c1cc2nc(NCCc3ccc(S(N)(=O)=O)cc3)ccn2n1	-3
O=[N+]([O-])c1ccc(S(=O)(=O)N/N=C/c2ccc3c(c2)OCO3)cc1	0
O=C(CN1CCCCC1)Nc1cccc2c1OCO2	2
COc1ccc(C(=O)c2ccc(CC#N)s2)cc1	-3
Cc1ccc(-c2noc(CCC(=O)NCc3ccc4c(c3)OCO4)n2)cc1	0
CCN(C(=O)[C@@H]1CC(=O)O[C@@H]1c1ccccc1)c1ccccc1	0
Cc1cc(C)c(S(=O)(=O)N2CCN(C(=O)C(C)Cn3cncn3)CC2)c(C)c1 (stereo not drawn)	2
COc1cc2ccccc2c2c1CCCC2=O	2
CCc1cc2c(=O)[nH]c(N3CCCC3)nc2s1	0
CC(C)N(Cc1ccccc1)C(=O)CC(=O)N(Cc1ccccc1)C(C)C	-1
Cc1c(/C(O)=C2/C(=O)C(=O)N(Cc3cccnc3)C2c2cccs2)cnn1-c1ccccc1 (stereo not drawn)	-3
Cc1ccc(S(=O)(=O)CCC(=O)Nc2ccc3c(c2)OCO3)cc1	0
CC(=O)c1ccc(NC(=O)Cn2cnc(S(=O)(=O)N3CCc4ccccc43)c2)cc1	1
CCCCn1c(N)c(N(CCOC)C(=O)CN(C)S(=O)(=O)c2ccc(F)cc2)c(=O)[nH]c1=O	2
COC(=O)c1ccccc1NC(=O)CSc1nnc(COc2cccc(OC)c2)n1C	5
O=C(Nc1cc(C(F)(F)F)ccc1N1CCOCC1)c1cncc(Br)c1	1
C=CS(=O)(=O)N(Cc1ccccc1Br)[C@H](CO)CC(C)C	-3
O=C(Cn1ncc2c(=O)oc3ccccc3c21)N1CCCc2ccccc21	-1
Cn1c(N)c(C(=O)COC(=O)c2ccccc2NCc2ccco2)c(=O)n(C)c1=O	-1
Cc1cccc(C(O)(C(=O)NNc2ccc3ccccc3n2)c2cccc(C)c2)c1	-6
CC(C(=O)Nc1ccc(F)cc1Cl)N1CCN(S(=O)(=O)c2cccs2)CC1 (stereo not drawn)	5
O=C1C[C@@H]2CCN3C(=O)CCC[C@@H]([C@H]23)[C@H]1Cc1ccccc1	1
O=C(Nc1ccc(Cl)cc1)c1ccc(-n2cncn2)c([N+](=O)[O-])c1	0
CC(=O)O/N=C/c1c(NCc2ccccc2)nc2c(C)cccn2c1=O	0
Cc1ccc(-n2c(SCC(=O)Nc3ccc(Cl)cc3)nc(O)cc2=O)cc1	-3
CC(Nn1cnnc1)c1cc(Cl)ccc1O (stereo not drawn)	1
O=C(N/N=C\c1cccc(Cl)c1)c1ccc(Cn2cccn2)o1	1
CN1CCN(CCOCCOc2ccc(Br)cc2Cl)CC1	7
O=C(Nc1cccc(-c2nc3cccnc3s2)c1)c1cccnc1Cl	0
O=C(NCCc1ccccc1)OCc1cn(Cc2cc(F)ccc2F)nn1	5
OC[C@@H]1[C@@H](c2ccc(F)cc2)C(c2cccc(Cl)c2)=NN1c1ccccc1	-1
CN(CCNC(=O)Cn1c(=O)sc2ccccc21)Cc1ccccc1	-1
Cc1ccccc1NC(=O)CSc1cn[nH]n1	5
COc1ccc(CCNC(=O)CNC(=O)c2ccco2)cc1	-4
O=C(c1ccco1)N1CCN(c2c([N+](=O)[O-])nn(-c3ccc(Cl)cc3)[n+]2[O-])CC1	2
Cc1cc(NC(=O)CSc2nc(C(C)(C)C)nc3ccccc23)no1	0
CC1CN(c2ccc([N+](=O)[O-])cc2F)CCN1C(=O)c1ccco1 (stereo not drawn)	-1
O=C(Nc1ccc(Oc2ccccc2)cc1)C1CCCN1S(=O)(=O)c1cccc2cccnc12 (stereo not drawn)	6
Cc1c(C2Nc3ccccc3NC3=C2C(=O)CC(C)(C)C3)cnn1C (stereo not drawn)	-2
O=C1N(c2ccccc2C(F)(F)F)O[C@@]1(c1ccccc1)C1CCCCC1	2
Cc1ccc2[nH]c3c(NCCCN4CCCC4=O)ncnc3c2c1	0
O=C(N/N=C/C1CC=CCC1)c1ccc(O)cc1O (stereo not drawn)	4
CCC1(c2ccc(F)cc2)NC(=O)N(CC(=O)Nc2ccc(C(N)=O)cc2)C1=O (stereo not drawn)	6
CN(Cc1cccnc1)C(=O)CCCc1c[nH]c2ccccc12	-2
CCC(C)(C)n1nnnc1C(c1cc2cc(OC)ccc2[nH]c1=O)N1CCc2ccccc21 (stereo not drawn)	2
O=C(Nc1ccon1)c1cc(-c2ccccc2)nc2ccccc12	4
COC(=O)N1CCCCC1c1cc(C(=O)N2CCOCC2)no1 (stereo not drawn)	0
Nc1nc(-c2ccc(Cl)cc2)nc(-c2ccc(Cl)cc2)n1	1
C=CCN1C(=O)C(Cc2ccc(Br)cc2)S/C1=N\N=C\c1ccco1 (stereo not drawn)	-1
O=C1CC(SCc2nc3ccccc3[nH]2)C(=O)N1c1cccc(Cl)c1 (stereo not drawn)	-1
Cc1ccc(S(=O)(=O)c2cccc(S(=O)(=O)N3CCCC3)c2)cc1S(=O)(=O)N1CCCC1	-3
O=C(Nc1ccc(NC(=O)c2cccs2)cc1)c1cccnc1	3
NC1=NC[C@H](c2ccccc2)N1CCc1cc(C(F)(F)F)cc(C(F)(F)F)c1	10

The final 2 compounds of the section above lead into the next.
mol	TbREL1 inh
O=C(Nc1ccc(NC(=O)c2cccs2)cc1)c1cccnc1	3
NC1=NC[C@H](c2ccccc2)N1CCc1cc(C(F)(F)F)cc(C(F)(F)F)c1	10
Cc1cc(C)n2c(SCCN3C(=O)c4ccccc4C3=O)nnc2n1	0
COc1ccc(Cn2ccc3ccc(-c4ccc5ccn(Cc6ccc(F)cc6)c5c4)cc32)cc1	0
COc1cccc(C(=O)n2ccc3ccc(-c4ccc5ccn(C(=O)c6cccc(OC)c6)c5c4)cc32)c1	0
Cc1cc(C)n(-c2nc(SCCN3CCOCC3)c3c4c(sc3n2)CCCC4)n1	0
C=CCN(C(=O)c1ccc2snnc2c1)c1ccccc1	1
Cc1ccc(C)c(NC(=S)NNc2ccc(F)cc2F)c1	1
CCc1ccc(C(=O)NCc2ccc(Cl)cc2Cl)cc1	7
CCOC(=O)c1c(-c2cccs2)csc1NC(=O)CN(CC)CC	6
O=C(Nc1ccc(C(=O)N2CCOCC2)cc1)C1CCCC1	1
Cc1ccc(-c2nn(C)c(=O)c3ccccc23)cc1S(=O)(=O)N1CCCC1	6
Cc1cc(C(=O)NC2CCCC(C)C2C)c2ccccc2n1 (stereo not drawn)	2
CC(=O)Nc1cccc(-c2ccnc3c2CC(C)(C(=O)Nc2ccc(Cl)cc2)O3)c1 (stereo not drawn)	1
CCN(CC)c1ccc(NC(=O)COC(=O)C2CCN(c3ccc(C(F)(F)F)cn3)CC2)cc1	-4
COC(=O)[C@@H]1C[C@H]2CC[C@H](O)C[C@H]2N1Cc1ccc(C(F)(F)F)cc1	-2
O=C(Cc1ccccc1)Nc1ccc(-c2nnc(-c3ccco3)o2)cc1	-1
CCCCCOc1ccc(C2C(C(C)=O)=C(C)Nc3ncnn32)cc1OC (stereo not drawn)	0
CC(=O)c1c(C)[nH]c(C(=O)N2CCN(S(=O)(=O)c3ccc(F)c(F)c3)CC2)c1C	2
CCCCNc1oc(-c2cccs2)nc1S(=O)(=O)c1ccccc1	-2
Cc1noc(C)c1C(=O)OC(C)C(=O)N1CCc2ccccc21 (stereo not drawn)	-1
O=C1CN(C(=O)COc2c(Cl)cccc2Cl)c2ccccc2N1	0

Filtered by structure, those above containing bromine
mol	TbREL1 inh
Cc1cc(Oc2ccc(Br)cc2)nc(SCC(=O)c2ccccc2)n1	-3
O=C(Nc1cc(C(F)(F)F)ccc1N1CCOCC1)c1cncc(Br)c1	1
C=CS(=O)(=O)N(Cc1ccccc1Br)[C@H](CO)CC(C)C	-3
CN1CCN(CCOCCOc2ccc(Br)cc2Cl)CC1	7
C=CCN1C(=O)C(Cc2ccc(Br)cc2)S/C1=N\N=C\c1ccco1 (stereo not drawn)	-1

(list continues)
mol	TbREL1 inh
COc1cccc(CNC2CCC23CCC(C)CC3)c1 (stereo not drawn)	6
O=C(c1ccc(Br)o1)N1CCN=C1SCc1cccnc1	-1
Cc1c(C#N)c(N)nc(Cl)c1C#N	-2
Cc1ccc(OCC(=O)N2CCCCC2)c(Br)c1	1
c1ccc2cc(Cn3ccc4ccc(-c5ccc6cc[nH]c6c5)cc43)ccc2c1	3
CC(=O)Nc1cccc(Nc2nc(-c3ccccc3)nc3ccccc23)c1	-1
Cc1ccc([N+](=O)[O-])cc1N	0
O=C(/C=C/c1ccc(Cl)cc1Cl)NC(=S)Nc1ccccn1	-4
CN(C)c1cccc(C(=O)Nc2cc(C(F)(F)F)ccc2-n2cnc3ccccc32)c1	1
O=C(O)c1cccc2c1C(=O)c1ccc(-c3ccc(OC(F)(F)F)cc3)cc1S2(=O)=O	-1
CCOC(=O)c1c(NC(=O)CN2CCCCC2)sc(C)c1C	1
CCOC(=O)N1CCN(S(=O)(=O)c2cccc3ccc(C)nc23)CC1	-1
O=S(=O)(NCC(c1cccnc1)N1CCN(Cc2ccccc2)CC1)c1cc(F)ccc1F (stereo not drawn)	6
CC(=O)Nc1ccc(NC(=O)CCn2nnc3ccccc32)cc1	-1
CC1CCc2sc(NC(=O)C3CC(Cl)=CCC3C(=O)O)c(C#N)c2C1 (stereo not drawn)	1
O=c1cccc2n1Cc1cc3ccccc3nc1-2	-1
CCOC(=O)[C@]12CCCC=C1N(CCCOC)C(=O)[C@@H]2CC(=O)N1CCN(C(=O)C2CC2)CC1	11
Cc1cccc(NC(=O)CN2CCN(C(=O)C3CCN(C(=O)/C=C/c4ccccc4)CC3)CC2)c1C	-2
O=C(c1ccc(-c2cc(Cl)ccc2Cl)o1)N1CCOCC1	0
COC(=O)c1c(NC(=O)c2cnccn2)sc2c1CCC2	4
CCOC(=O)[C@@H]1[C@H]2COc3ccc(Br)cc3[C@H]2N2C(=O)N(c3cccc(F)c3)C(=O)[C@]12C	0
O=C(c1ccc(COc2ccccc2Cl)o1)N1CCN(Cc2ccc3c(c2)OCO3)CC1	-1
CCCCc1cc(=O)oc2cc(C)cc(O)c12	2
CC(C)c1cc(C(C)C)c(S(=O)(=O)N2CCC(C(=O)NCc3cccs3)CC2)c(C(C)C)c1	0
Cc1nn(-c2ccccc2)c(Cl)c1C(=O)NCCN(C)C	4
C[C@H](O)[C@@H]1CN2CCc3c([nH]c4c(-c5ccccc5)cccc34)[C@@H]2C[C@@H]1N(C)C(=O)Nc1ccccc1	7
O=C1C[C@H](c2ccc(O)cc2)Oc2cc(O[C@@H]3O[C@H](CO)[C@@H](O)[C@H](O)[C@H]3O)cc(O[C@@H]3O[C@H](CO)[C@@H](O)[C@H](O)[C@H]3O)c21	-3
C[C@@H]1NC(=O)c2cc([N+](=O)[O-])cc(F)c2NCCC[C@@H](C(N)=O)NC(=O)[C@H](CC(N)=O)NC1=O	-2
CSc1cccc(NC(=S)N2CCC(N(C)C3CCCCC3)CC2)c1	0
O=C(c1cc(-c2ccc(F)cc2)on1)N1CCCCCC1	-2
COc1ccccc1C1C(C(=O)c2sc(C)nc2C)=C(O)C(=O)N1CCN1CCOCC1 (stereo not drawn)	-1
Cc1nc2ccc(C(=O)N/N=C/c3ccccc3O)cc2[nH]1	6
CCN(CC)c1ccc(C(=O)NNC(=O)C2CSC3(C)CCC(=O)N23)cc1 (stereo not drawn)	-4
O=C(CN1C(=O)NC2(CCCC2)C1=O)NNC(=O)c1ccc(Br)cc1	2
CCN1CCCC1CNCC(=O)Nc1ccc(OC(F)(F)F)cc1 (stereo not drawn)	5
CC(=O)Nc1ccc(NC(=O)C(C)OC(=O)c2ccc(C)s2)cc1 (stereo not drawn)	3
CCCCOc1ccc(Cl)cc1CSc1n[nH]c(C)n1	1
COc1ccc(NC(=O)CN2CCN(S(=O)(=O)c3ccc(C(C)C)cc3)CC2)cc1OC	0
COc1cc(C(=O)Nc2cccc(C)n2)ccc1OCC(=O)N1CCOCC1	1
CC(C)(CO)NC(=O)C(c1ccccc1)c1ccccc1	1
Cc1cccc(/C=N/NC(=O)c2ccc(NC(=O)c3ccccc3C)cc2)n1	-2
Cc1cc(Br)ccc1NC(=O)CCCOc1cc(=O)n(C)c2ccccc12	0
Cc1ccc(-n2nc3c(c2NC(=O)c2cc4ccccc4o2)CS(=O)(=O)C3)cc1	-2
O=C(COC(=O)c1cc2ccccc2cc1O)Nc1ccccc1F	3
O=C(/C=C/c1ccc2c(c1)OCO2)N1CCCCC1	0
COc1ccc(NC(=O)c2ccccc2Sc2ccc(NC(C)=O)nc2)cc1	2
Cc1cccc(Cn2nnc3c2C(=O)c2ccccc2C3=O)c1	-1
Cc1ccc(N2CC(C(=O)Nc3ccc(S(=O)(=O)NCC4CCCO4)cc3)CC2=O)cc1C (stereo not drawn)	-2
